LGR2 inh: inhibitors of bursicon-induced LGR2 CRE-luciferase signal, primary screen, cell-based, HEK293, CRE-luciferase reporter, bursicon stimulation | Drosophila bursicon receptor LGR2 (rickets) | actives 0.35% (n = 380,000) | bursicon-stimulated, 4 h | inhibition, % at 9.99 µM | AID 720647, 2013;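 active = drop in luminescence signal, shown as inhibition above about 50% in the replicate tests, limit read from the data, passing the limit was not always enough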;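 also: agonist challenge used bursicon conditioned medium at about half maximal strength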
ERAP1 HTS inh: human ERAP1 aminopeptidase inhibitors, primary screen, biochemical, single point, plate reader; recombinant ERAP1, Leu-AMC fluorescence, 60 min; inhibition, % at 10.7 µM; Endoplasmic reticulum aminopeptidase 1 (Homo sapiens), Q9NZ08; actives 0.15% (n = 340,000);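 active = mean replicate inhibition of at least 30%, or all replicates individually reaching that 30% level; inactive = mean below 30% and not every replicate reaching it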;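 also: 0% = neutral control wells and 100% = L-leucinethiol positive control wells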
S100A4 MyoIIA: inhibitors of S100A4-myosin IIA peptide binding, primary screen, biochemical, fluorescence polarization, TAMRA-MyoIIA peptide; inhibition, % at 10.7 µM; Protein S100-A4 (Homo sapiens), P26447; AID 652163, 2013; actives 0.14% (n = 360,000);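 active = mean inhibition of at least 70% across replicates, with every replicate also reaching that level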
Target sequence (P26447 whole entry, looked up): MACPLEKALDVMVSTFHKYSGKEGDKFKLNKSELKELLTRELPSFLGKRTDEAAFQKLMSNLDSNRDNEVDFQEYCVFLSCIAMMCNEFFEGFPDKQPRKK
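Test system: S100A4 monomer protein. Medium: HEPES buffer with Ca2+, pH 7.2. Reagent: fluorescent myosin IIA peptide, 5 nM. Compound dosing: single-point compound testing. Timing: 5 min between mix addition and reading. Benchmarks: DMSO neutral and TFP positive wells.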
Xi reactivation: activators of inactive X chromosome reactivation, primary screen, imaging, XiGFP fibroblasts, GFP high-content imaging, set 2. XiGFP mouse fibroblasts, % GFP-positive cells imaging, 3 d; cells co-treated with 5-aza-dC sensitizer; scaled so ellipticine positive control = 100%. activation, % at 7.58 µM. actives 0.055% (n = 360,000). AID 743238, 2013;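 active = mean normalized replicate activation at least 10% and every replicate at or above 10%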;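 also: 0% = median of on-plate neutral control wells and 100% = ellipticine 6 µM median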
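System: 68-5-11 XiGFP fibroblast line | Buffer or medium: DMEM containing 5-aza-dC | Compound: Single point | Times: Compounds 3 days, fix/stain 15 min at room temperature | Benchmarks: Positive control ellipticine, 6 µM final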
PGC1a acetyl inh: inhibitors of PGC1a acetylation signal, primary screen, cell-based, U2OS, AlphaScreen, inhibitor mode; AlphaScreen anti-acetyl-lysine; with virally co-expressed GCN5 acetyltransferase; inhibition, % at 15.6 µM; actives 0.17% (n = 350,000);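 active = every replicate shows inhibition of at least 40%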;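 also: 0% = neutral control wells and 100% = positive control wells; some results beyond the cut were filed as inactive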
SIRT5 block: SIRT5 desuccinylase inhibitors, primary screen, biochemical, fluorescence imaging, single point, set 5; AID 652115, 2013; actives 1.1% (n = 330,000); inhibition, % at 15 µM; NAD-dependent protein deacylase sirtuin-5, mitochondrial (Homo sapiens), Q9NXA8; Purified SirT5, succinyl-peptide AMC, trypsin-coupled fluorescence; in the data active = inhibition above about 15%
Target sequence (Q9NXA8 whole entry, looked up): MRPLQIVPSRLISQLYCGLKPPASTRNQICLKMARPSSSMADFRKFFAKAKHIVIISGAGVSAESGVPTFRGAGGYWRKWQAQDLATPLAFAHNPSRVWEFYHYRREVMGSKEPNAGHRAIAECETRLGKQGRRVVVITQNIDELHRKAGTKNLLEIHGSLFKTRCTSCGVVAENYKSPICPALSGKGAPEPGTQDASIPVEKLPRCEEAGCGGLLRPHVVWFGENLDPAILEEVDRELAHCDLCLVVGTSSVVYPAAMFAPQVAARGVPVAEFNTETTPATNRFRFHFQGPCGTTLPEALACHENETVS
Cneo AK release: Cryptococcus neoformans cell lysis inducers, primary screen, AK release luminescence, single concentration. AID 651654, 2012. C. neoformans lysis, adenylate kinase release luminescence, 4 h; normalised: neutral wells 0, clomiphene wells 100. lysis activity, % at 15 µM. actives 0.2% (n = 360,000);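 active = mean lysis activity across replicates of at least 80%, whatever share of replicates individually reach that level; inactive = mean lysis activity below 80%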
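Assay system: log-phase C. neoformans yeast / Quantity: yeast cell density of 5 × 10^6 cells/mL / Medium: fresh YPD growth medium / Compound: single dose / Timing: static 4 h at 37 °C with compound, 1 h detection / Measured by: adenylate kinase release luminescence / Read-out: lysis from increased AK signal / Benchmarks: Clomiphene as positive lysis control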
Statin myotox sup: suppressors of statin myotoxicity in C2C12 myotubes, primary screen, cell-based, single point, plate reader. actives 0.78% (n = 330,000). rescue of ATP level, % at 7.49 µM. C2C12 myotubes + simvastatin, ATP luminescence, 48 h; scaled: DMSO 0, geranylgeraniol control 100. AID 602340, 2012;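 active = mean ATP rescue above about 67%, or every replicate alone reaching that limit, limit read from the data, passing the limit was not always enough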;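 also: myotubes were challenged with 10 µM simvastatin during compound exposure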
Numbers without * were called inactive; nt = no result given.

SMILES | LGR2 inh | ERAP1 HTS inh | S100A4 MyoIIA | Xi reactivation | PGC1a acetyl inh | SIRT5 block | Cneo AK release | Statin myotox sup
CCN1CCc2c(sc(NC(=O)C3COc4ccccc4O3)c2C(N)=O)C1 (stereo unspecified) | -3.3 | -1.2 | -5.6 | 0.0 | nt | 6.2 | -5.6 | 0.2
CC(C)CCn1c(NCCc2ccccc2)nc2c1c(=O)n(C)c(=O)n2C | -0.6 | 3.2 | -0.3 | -0.2 | 1.2 | 0.0 | -1.0 | nt
Cc1ccccc1CN1CCC(n2nccc2NC(=O)c2ccc3c(c2)OCO3)CC1 | -8.2 | -1.0 | -0.8 | 0.1 | nt | -11.3 | 0.2 | 26.5
COC(=O)C1=C(C)N(Cc2ccc(C)cc2)C(=O)/C1=C\c1cc(OC)c(OC)c(OC)c1 | 28.6 | 4.2 | -3.6 | 0.0 | nt | -19.4 | nt | nt
C[C@@H]1CN([C@@H](C)CO)C(=O)c2cc(NC(=O)Cc3ccccc3)ccc2O[C@@H]1CN(C)CC1CCCCC1 | 5.4 | -1.7 | -2.0 | -0.6 | -10.8 | 1.7 | 47.4 | 52.5
O=C(C[C@H]1C[C@H]2c3cc(NC(=O)Cc4ccncc4)ccc3O[C@H]2[C@@H](CO)O1)NCc1ccc(-c2ccccc2)cc1 | -15.1 | -0.4 | 7.5 | 0.2 | -1.5 | 9.8 | 1.5 | 4.8
COc1cc(/C=N/NC(=O)c2cccc([N+](=O)[O-])c2)ccc1O | 14.9 | -2.2 | 7.6 | 0.0 | nt | -0.7 | nt | nt
O=C(NCc1nc2ccccc2[nH]1)C1=C[C@@H](c2coc3ccccc3c2=O)C[C@@H](OCCCCO)O1 | nt | -1.9 | 7.4 | nt | 3.4 | -1.1 | 3.4 | nt
CC(=O)N(C)C[C@H]1Oc2cc(C#CC3CCCC3)ccc2S(=O)(=O)N([C@@H](C)CO)C[C@@H]1C | 9.2 | -9.8 | 6.2 | -0.1 | 4.7 | 5.5 | -0.5 | -47.1
Cc1c(Cl)cccc1NC(=S)NCCc1ccc(F)cc1 | 3.2 | -3.1 | 0.9 | 0.0 | nt | 1.6 | 7.2 | 32.8
CN(C)c1ccc(/C=C2\SC(N3CCCCC3)=NC2=O)cc1 | 45.4 | 0.3 | 0.2 | 0.6 | -1.7 | -2.0 | -0.3 | 10.1
CCc1nnc(NS(=O)(=O)c2ccc(NC(=O)c3ccccc3C)cc2)s1 | -0.6 | 4.9 | 5.4 | 0.1 | 3.7 | 2.1 | -6.7 | 13.2
COc1ccc(S(=O)(=O)Nc2ccc3c(c2)C(=O)N([C@@H](C)CO)C[C@@H](C)[C@@H](CN(C)C(=O)NC(C)C)OCCCC[C@H](C)O3)cc1 | -11.5 | -3.7 | -0.1 | 0.2 | -3.5 | 1.4 | 3.4 | nt
C=CCn1c(CCNC(=O)c2cccs2)nnc1SCC(=O)Nc1cccc(F)c1 | 13.5 | nt | nt | nt | 2.8 | nt | -3.0 | -4.5
COc1ccccc1NS(=O)(=O)c1cccc(C(=O)N/N=C/c2ccc(N3CCOCC3)cc2)c1 | -2.6 | -0.4 | 4.7 | 0.0 | -6.6 | 2.2 | 1.5 | nt
Nc1nc(SCC(=O)Nc2ccc(Cl)cc2)[nH]c(=O)c1-c1ccccc1 | -5.1 | -3.2 | -4.5 | 0.0 | 3.0 | 1.4 | 0.7 | 121.8*
CN(c1ccccc1C(=O)Nc1ccc2c(c1)OCO2)S(C)(=O)=O | -5.6 | nt | nt | nt | -1.9 | nt | -1.4 | -4.2
CC1(C(=O)Nc2ccc3c(c2)OCCO3)CN(S(C)(=O)=O)CC(=O)N1CCc1ccccc1 (stereo unspecified) | 11.2 | nt | 1.1 | 0.1 | nt | 0.8 | nt | nt
COc1ccc(/C=C(/NC(=O)c2ccc(OC)c(OC)c2)C(=O)NCCc2c[nH]c3ccccc23)cc1 | -5.2 | 1.7 | -1.7 | 0.0 | 3.4 | -3.5 | 0.0 | nt
O=C(CCCl)N1CCN(c2nc(-c3ccccc3)cs2)CC1 | -29.7 | 0.7 | -5.7 | -0.1 | nt | 0.5 | -3.0 | -14.5
CNC(=O)COC(=O)c1cc2c(C)nn(-c3ccc(F)cc3)c2s1 | -36.4 | 0.9 | 2.7 | nt | 0.7 | -3.2 | 1.7 | 4.9
O=C(O)c1ccc(NS(=O)(=O)c2ccc(Cl)c(C(=O)Nc3ccccc3[N+](=O)[O-])c2)cc1 | -8.6 | 4.6 | -4.9 | 0.1 | -0.1 | 1.3 | -0.5 | 9.6
CC(=C/c1ccccc1)/C=N/NC(=O)CSc1nc(C)cc(C)n1 | 2.6 | 1.6 | 0.9 | 0.0 | nt | -0.7 | nt | nt
O=C(c1cncc(Br)c1)N1CCN(c2ccc([N+](=O)[O-])cc2)CC1 | -7.9 | 3.9 | 0.3 | -0.1 | nt | -3.3 | nt | nt
O=C(CSc1nc(=O)n(CCCN2CCOCC2)c2c1CCCC2)Nc1ccc(F)c(F)c1 | -0.6 | -0.6 | -0.4 | 0.0 | nt | 1.7 | 2.4 | 16.5
CSc1ccc(CCNC(=O)CN2C(=O)c3cccnc3Oc3ccc(C)cc32)cc1 | 4.0 | 0.6 | -1.4 | 0.0 | 13.8 | -2.1 | -1.2 | -9.8
CCCCn1nc2cc(C(=O)N[C@H](C)C3CCCCC3)ccc2c1OCC | -9.3 | 9.8 | 1.0 | 0.0 | -4.7 | -5.5 | -2.3 | -5.8
CCN1CCN(c2ccc(N3CCN(S(=O)(=O)c4cc([N+](=O)[O-])ccc4C)CC3)nn2)CC1 | -13.9 | 4.7 | -7.6 | 0.3 | nt | -1.1 | -1.1 | 5.4
COC(C[C@H](O)C[C@H](O)COCc1ccccc1)OC | 0.3 | -3.4 | 9.5 | 0.0 | 9.2 | 0.9 | -1.2 | 3.0
COc1ccc2c3c([nH]c2c1)[C@@H](CO)N(Cc1ccccc1Cl)CC31CN(C(=O)C2CC2)C1 | 10.3 | 3.9 | 3.2 | 0.0 | 9.9 | -2.4 | nt | nt
O=C(O)c1ccc(S(=O)(=O)c2ccc3c(c2)C(=O)N(NC(=O)c2ccc(O)cc2)C3=O)cc1 | -0.2 | -1.5 | 6.4 | 0.0 | 10.1 | 1.8 | nt | 3.7
C/C=C/c1ccc2c(c1)O[C@@H](CN(C)Cc1ccncc1)[C@H](C)CN([C@@H](C)CO)S2(=O)=O | -2.3 | -0.5 | -3.6 | -1.1 | -12.6 | 5.3 | -1.4 | -31.2
COc1ccc(CC(N)c2csc(NC(=O)c3ccccc3)n2)cc1 (stereo unspecified) | 8.6 | -0.4 | -9.5 | 0.3 | 3.9 | nt | -1.3 | -14.8
O=C(Nc1ccccc1)N1C[C@H]2[C@@H](c3ccccc31)[C@H](CO)N2Cc1ccc(F)cc1 | 6.3 | 3.9 | -1.6 | -0.1 | -2.3 | 3.2 | 0.3 | 3.1
C[C@H](CO)N1C[C@H](C)[C@H](CN(C)Cc2ccc(C(=O)O)cc2)Oc2ccc(NC(=O)CCN3CCOCC3)cc2C1=O | -12.8 | 2.6 | 5.8 | -1.0 | 6.7 | 3.2 | 1.4 | 1.9
Cc1noc(C)c1NC(=O)Nc1ccc2c(c1)C(=O)N([C@@H](C)CO)C[C@@H](C)[C@@H](CN(C)S(=O)(=O)c1c(C)noc1C)O2 | -4.3 | 0.1 | -47.7 | -1.3 | 4.9 | -8.9 | 3.1 | nt
O=C(CSc1nc2ccccc2c(=O)n1CCCO)NC1CC1 | 11.8 | -1.9 | 1.1 | -0.1 | nt | -1.1 | 1.0 | 2.5
CNc1ccn(C2CCCO2)c(=O)n1 (stereo unspecified) | -6.7 | 4.2 | -6.0 | 0.2 | nt | 2.8 | nt | nt
COc1cc(CNC(C)(C)CO)cc(Br)c1OCc1ccc(Cl)cc1 | 2.8 | nt | nt | 0.1 | -48.6 | nt | -0.3 | -10.7
CCNC(=O)C(=O)Nc1ccc([N+](=O)[O-])cc1 | nt | -1.4 | -7.9 | 0.0 | -1.7 | 0.9 | nt | nt

Some of the entries so far, field by field.
O=C(Nc1ccccc1)N1C[C@H]2[C@@H](c3ccccc31)[C@H](CO)N2Cc1ccc(F)cc1
  LGR2 inh: 6.3	ERAP1 HTS inh: 3.9	S100A4 MyoIIA: -1.6	Xi reactivation: -0.1	PGC1a acetyl inh: -2.3	SIRT5 block: 3.2	Cneo AK release: 0.3	Statin myotox sup: 3.1

C[C@H](CO)N1C[C@H](C)[C@H](CN(C)Cc2ccc(C(=O)O)cc2)Oc2ccc(NC(=O)CCN3CCOCC3)cc2C1=O
  LGR2 inh: -12.8	ERAP1 HTS inh: 2.6	S100A4 MyoIIA: 5.8	Xi reactivation: -1.0	PGC1a acetyl inh: 6.7	SIRT5 block: 3.2	Cneo AK release: 1.4	Statin myotox sup: 1.9

Going on with the list:
SMILES | LGR2 inh | ERAP1 HTS inh | S100A4 MyoIIA | Xi reactivation | PGC1a acetyl inh | SIRT5 block | Cneo AK release | Statin myotox sup
COc1ccc(S(=O)(=O)Nc2ccc3c(c2)CC(=O)N([C@@H](C)CO)C[C@@H](C)[C@@H](CN(C)Cc2ccc(C(F)(F)F)cc2)O3)cc1 | 15.0 | 1.3 | 3.9 | -0.5 | -4.5 | 5.3 | 2.3 | 22.8
CC(C)NC(=O)N[C@H]1C=C[C@@H](CC(=O)NCCCN(C)C)O[C@H]1CO | -13.3 | 1.6 | -57.4 | 0.2 | -5.5 | 0.3 | -1.4 | -5.6
O=C(CN1C(=O)NC2(CCCCC2)C1=O)Nc1ccc(N2CCCCC2)cc1 | nt | -2.6 | -4.3 | 0.1 | -4.7 | 1.6 | 0.6 | 0.2
C[C@@H]1CN([C@H](C)CO)S(=O)(=O)c2ccc(Br)cc2O[C@H]1CN(C)C(=O)CN(C)C | 5.3 | -0.1 | 3.0 | 0.0 | -0.2 | -0.7 | 3.0 | 8.3
O=C1CSC(c2cccc([N+](=O)[O-])c2)N1Cc1ccccc1 (stereo unspecified) | 8.3 | -1.3 | 7.1 | 0.0 | -4.9 | -0.6 | -2.1 | 3.9
N#Cc1ccccc1C[C@H](N)C(=O)NC[C@H]1O[C@@H](n2ccc(N)nc2=O)[C@H](O)[C@@H]1O | 3.0 | -4.3 | -1.4 | -0.1 | -3.7 | 0.9 | nt | -6.0
COCC(=O)N1CC2(CN(Cc3ccc(Cl)cc3)C2)c2c([nH]c3cc(OC)ccc23)[C@H]1CO | -11.4 | nt | nt | 0.0 | -7.4 | 0.8 | nt | nt
Cc1onc(-c2ccccc2)c1-c1ccnc(N)n1 | nt | -0.9 | -10.5 | 0.0 | nt | -0.1 | nt | nt
C[C@@H]1CN([C@@H](C)CO)C(=O)c2cc(C3=CCCC3)cnc2O[C@@H]1CN(C)C(=O)c1ccccc1 | 6.2 | 0.6 | -8.2 | -0.9 | -0.9 | 6.9 | 1.2 | -0.9
COc1ccc(NC(=O)NCCN2C(=O)C3C4C=CC(C4)C3C2=O)cc1 (stereo unspecified) | -27.6 | 0.6 | 1.1 | 0.2 | nt | -5.7 | -8.8 | 0.1

Only part of the results is shown, so the mix of outcomes need not match the whole.
